SRC1 inh = human NCOA1 inhibition. Q15788. HEK293 GAL4-SRC1 luciferase reporter, luminescence. inhibition, % at 3.6 µM. 360,000 tested, 0.12% active. AID 588354;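 active means inhibition above the campaign mean plus 3 SD, with each screening campaign given its own cutoff, cut at about 60% in these data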;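 further: 0% = DMSO treated cells and 100% = gossypol at 36 µM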
TROY signal inh = TROY signaling inhibition; Q293 LMP1-TROYcd NF-kB luciferase reporter, 4 h; inhibition, % at 10 µM; 360,000 tested, 0.98% active; AID 1347056;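 active means compounds whose plate-normalised and pattern-corrected inhibition of the luciferase reporter signal at the single screening dose is 50% or more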
COUP-TFII inh = inhibitors of human COUP-TFII (NR2F2); HEK293T NGFI-A luciferase reporter, luminescence; inhibition, % at 8.6 µM; 370,000 tested, 0.7% active;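 active means inhibition above a per-plate cutoff, mean inhibition of test wells between control levels plus 3 SD, cut at about 38% in these data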;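 further: cells cotransfected with COUP-TFII expression vector driving the NGFI-A reporter; 0% = median of COUP-TF2 test wells and 100% = reporter-only cells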
Target sequence (P24468 whole entry, looked up): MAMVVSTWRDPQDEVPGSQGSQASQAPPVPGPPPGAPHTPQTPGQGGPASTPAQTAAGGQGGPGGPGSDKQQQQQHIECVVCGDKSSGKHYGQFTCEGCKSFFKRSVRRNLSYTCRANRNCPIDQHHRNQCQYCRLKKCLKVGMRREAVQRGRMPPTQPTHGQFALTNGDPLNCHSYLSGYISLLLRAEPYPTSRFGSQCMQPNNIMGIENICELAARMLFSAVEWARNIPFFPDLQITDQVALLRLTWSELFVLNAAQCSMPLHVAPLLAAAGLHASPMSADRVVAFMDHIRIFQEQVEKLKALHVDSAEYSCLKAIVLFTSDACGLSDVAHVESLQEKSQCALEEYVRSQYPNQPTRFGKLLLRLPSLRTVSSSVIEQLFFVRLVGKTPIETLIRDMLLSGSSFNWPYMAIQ
Granule exo inh = lytic granule exocytosis inhibition; inhibition, % at 10 µM; TALL-104 LAMP-1 surface exposure, flow cytometry; cells stimulated with thapsigargin and PMA; 360,000 tested, 0.66% active;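 active means inhibition above about 55%, limit read from the data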
NOD2-RIPK2 inh = NOD2-RIPK2 protein interaction inhibition. inhibition, % at 4.98 µM. 360,000 tested, 0.38% active. CHO BLA complementation NOD2-RIPK2, CCF4 ratio. O43353; in the data active means inhibition above about 21%;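 further: 0% = vehicle only and 100% = reference blocker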
Target sequence (O43353 whole entry, looked up): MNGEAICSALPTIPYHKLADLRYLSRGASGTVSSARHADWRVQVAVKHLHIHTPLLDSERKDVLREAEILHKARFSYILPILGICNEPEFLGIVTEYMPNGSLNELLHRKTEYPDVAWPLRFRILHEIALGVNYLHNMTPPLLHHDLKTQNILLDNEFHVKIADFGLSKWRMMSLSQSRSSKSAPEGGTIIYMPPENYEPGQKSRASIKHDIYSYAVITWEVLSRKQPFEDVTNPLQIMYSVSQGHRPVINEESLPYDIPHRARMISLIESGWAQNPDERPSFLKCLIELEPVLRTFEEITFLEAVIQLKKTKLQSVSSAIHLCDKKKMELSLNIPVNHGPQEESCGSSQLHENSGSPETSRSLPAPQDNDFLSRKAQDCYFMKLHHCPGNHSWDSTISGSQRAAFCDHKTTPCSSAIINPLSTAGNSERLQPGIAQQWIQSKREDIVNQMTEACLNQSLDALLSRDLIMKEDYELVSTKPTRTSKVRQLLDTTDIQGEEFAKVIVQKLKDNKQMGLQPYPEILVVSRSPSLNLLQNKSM
ABHD5 PLIN5 PPI = inhibitors of human ABHD5-perilipin-5 interaction; 360,000 tested, 0.78% active; Split G. princeps luciferase complementation, luminescence, 4 h; AID 602281; Q00G26+Q8WTS1; inhibition, % at 4 µM;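 active means inhibition above the mean inhibition across every tested compound plus 3 SD, cut at about 22% in these data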;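 further: 0% = DMSO only wells and the 100% control is not disclosed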
TWEAK Fn14 block = blocks TWEAK-Fn14 interaction in a reporter cell assay; TWEAK-stimulated Fn14 reporter cells, luciferase luminescence, 8 h; inhibition, % at 10 µM; 360,000 tested, 2% active; in the data active means inhibition above about 50%
SRC2 inh = inhibits human steroid receptor coactivator 2; Q15596; HEK293 GAL4-SRC2 luciferase reporter, luminescence; inhibition, % at 9 µM; 370,000 tested, 0.17% active; AID 651957;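 active means inhibition above the mean inhibition of all tested compounds plus 3 SD, set per campaign, cut at about 52% in these data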;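 further: 0% = DMSO treated cells and 100% = cells given Gossypol at 36 µM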
SRC3 inh = inhibitors of human steroid receptor coactivator 3 (SRC3) | 360,000 tested, 0.17% active | HEK293 GAL4-SRC3 luciferase reporter, luminescence | AID 588352 | inhibition, % at 3.6 µM;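 active means inhibition above a per-campaign cutoff, the mean of all compounds plus 3 SD, cut at about 60% in these data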;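 further: 0% = DMSO-treated cells and 100% = gossypol-treated cells at 36 µM; higher means less SRC3-driven luciferase light from the GAL4 reporter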
NR5A2 inv ag = NR5A2 inverse agonism in reporter assay; inhibition, % at 3.6 µM; 360,000 tested, 0.13% active; HEK293T StAR-luciferase reporter, LRH-1 transfected, 24 h;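 active means inhibition above the mean inhibition of all tested compounds plus 3 SD, cut at about 73% in these data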;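 further: 0% = DMSO wells and 100% = reporter-only cells lacking LRH-1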
TLR9-MyD88 inh = TLR9-MyD88 interaction inhibition; Q9NR96+Q99836; CHO BLA complementation TLR9-MyD88, CCF4 FRET ratio; inhibition, % at 4.98 µM; 340,000 tested, 0.21% active; AID 504734;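 active means inhibition above the mean over all tested compounds plus 3 SD, cut at about 21% in these data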;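 further: 0% = DMSO only wells and 100% = clavulanate BLA inhibitor control wells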
Active calls of the source: *; . = not tested or not shown.

SMILES	SRC1 inh	TROY signal inh	COUP-TFII inh	Granule exo inh	NOD2-RIPK2 inh	ABHD5 PLIN5 PPI	TWEAK Fn14 block	SRC2 inh	SRC3 inh	NR5A2 inv ag	TLR9-MyD88 inh
O=C(/C=C/c1ccccc1)NC1CC2CCC1C2 (stereo not given)	-46	-55	-35	-3	5	-5	-39	-38	-26	-111	3
Cc1ccc(N(C(=O)Cn2nnc(-c3ccc(C)o3)n2)C(C(=O)NC2CCCC2)c2ccco2)cc1 (stereo not given)	3	-1	10	-5	-13	-3	-19	11	-10	-6	1
NC(CC(=O)O)c1cccc(OCc2ccccc2)c1 (stereo not given)	-15	-5	10	-1	1	0	-13	15	25	-6	5
CCOC(=O)C1CCCN(C(=O)CN(c2ccc(OC)cc2)S(=O)(=O)c2c(C)noc2C)C1 (stereo not given)	-4	-16	7	-7	-9	4	-25	-3	-9	14	-1
COc1ccc(NC(=O)Cc2coc3ccc4ccccc4c23)cc1S(=O)(=O)N1CCOCC1	16	-8	9	7	11	-1	-2	-43	-15	-4	0
O=C(CSc1nnc(CNC(=O)c2ccco2)o1)c1ccc(Cl)cc1	-15	-13	15	1	-4	-14	-3	-16	-6	0	2
O=C1COc2ccc(C(=O)CSc3ccc(Br)cc3)cc2N1	-24	7	3	-3	1	-2	-13	-10	-10	5	7
Cc1ccc(C)c(NC(=O)CN(C)C(=O)c2ccc3c(=O)n4c(nc3c2)CCC4)c1	-2	6	-10	15	-16	2	1	-4	-7	-2	3
CCC1CN(C(=O)N2CCC(C(=O)NCCc3ccccc3)CC2)c2ccccc2O1 (stereo not given)	-6	0	-4	1	0	0	-18	-1	1	17	1
O=C(CNC(=O)c1ccc(Cl)cc1)NC1CCCCC1	5	-10	1	3	-7	-5	-9	-8	-29	1	-9
COc1ccc(-c2nnc(NC(=O)c3ccccc3C)o2)cc1	2	12	0	7	-19	-3	-1	-3	-3	1	3
O=S(=O)(c1cc(F)ccc1F)N1CCN(c2ccccn2)CC1	-2	14	9	-2	-7	3	-13	9	3	-6	-5
CC(NC(=O)COC(=O)C1CSC2(C)CCC(=O)N12)C12CC3CC(CC(C3)C1)C2 (stereo not given)	4	-2	4	-2	-16	3	0	-50	10	11	-3
Cn1c(=O)[nH]c(=O)c2c1[nH]c(=S)n2CCCc1ccccc1	-77	3	4	2	0	-13	-24	12	-11	1	-2
O=C(CSc1ccc(-c2cccs2)nn1)N1CCCCCC1	-45	-38	-7	-3	3	1	-14	-12	-12	-32	-5

12 entries from above, reformatted.
Order of values: SRC1 inh, TROY signal inh, COUP-TFII inh, Granule exo inh, NOD2-RIPK2 inh, ABHD5 PLIN5 PPI, TWEAK Fn14 block, SRC2 inh, SRC3 inh, NR5A2 inv ag, TLR9-MyD88 inh
O=C(/C=C/c1ccccc1)NC1CC2CCC1C2 (stereo not given)
  -46, -55, -35, -3, 5, -5, -39, -38, -26, -111, 3
Cc1ccc(N(C(=O)Cn2nnc(-c3ccc(C)o3)n2)C(C(=O)NC2CCCC2)c2ccco2)cc1 (stereo not given)
  3, -1, 10, -5, -13, -3, -19, 11, -10, -6, 1
NC(CC(=O)O)c1cccc(OCc2ccccc2)c1 (stereo not given)
  -15, -5, 10, -1, 1, 0, -13, 15, 25, -6, 5
CCOC(=O)C1CCCN(C(=O)CN(c2ccc(OC)cc2)S(=O)(=O)c2c(C)noc2C)C1 (stereo not given)
  -4, -16, 7, -7, -9, 4, -25, -3, -9, 14, -1
COc1ccc(NC(=O)Cc2coc3ccc4ccccc4c23)cc1S(=O)(=O)N1CCOCC1
  16, -8, 9, 7, 11, -1, -2, -43, -15, -4, 0
O=C(CSc1nnc(CNC(=O)c2ccco2)o1)c1ccc(Cl)cc1
  -15, -13, 15, 1, -4, -14, -3, -16, -6, 0, 2
O=C1COc2ccc(C(=O)CSc3ccc(Br)cc3)cc2N1
  -24, 7, 3, -3, 1, -2, -13, -10, -10, 5, 7
Cc1ccc(C)c(NC(=O)CN(C)C(=O)c2ccc3c(=O)n4c(nc3c2)CCC4)c1
  -2, 6, -10, 15, -16, 2, 1, -4, -7, -2, 3
CCC1CN(C(=O)N2CCC(C(=O)NCCc3ccccc3)CC2)c2ccccc2O1 (stereo not given)
  -6, 0, -4, 1, 0, 0, -18, -1, 1, 17, 1
O=C(CNC(=O)c1ccc(Cl)cc1)NC1CCCCC1
  5, -10, 1, 3, -7, -5, -9, -8, -29, 1, -9
COc1ccc(-c2nnc(NC(=O)c3ccccc3C)o2)cc1
  2, 12, 0, 7, -19, -3, -1, -3, -3, 1, 3
O=S(=O)(c1cc(F)ccc1F)N1CCN(c2ccccn2)CC1
  -2, 14, 9, -2, -7, 3, -13, 9, 3, -6, -5

Next part.
SMILES	SRC1 inh	TROY signal inh	COUP-TFII inh	Granule exo inh	NOD2-RIPK2 inh	ABHD5 PLIN5 PPI	TWEAK Fn14 block	SRC2 inh	SRC3 inh	NR5A2 inv ag	TLR9-MyD88 inh
Cc1cc(C)cc(C(=O)NC(CC(N)=O)c2ccc(N3CCCCCC3)c([N+](=O)[O-])c2)c1 (stereo not given)	-6	-20	-1	-4	-1	0	-24	-1	0	10	-6
CCOC(=O)C1(CC2CC2)CCN(C(=O)c2ocnc2C)CC1	-29	-38	-4	2	-3	-3	-3	-2	-19	-5	10
CN(C(=O)c1ccccc1-c1ncc[nH]1)C1CCCN(Cc2ccccc2F)C1 (stereo not given)	-10	-12	12	5	10	-1	-12	-29	12	-2	-6
CCc1nc(SCc2ccc(C(=O)OC)o2)n[nH]1	-4	4	3	0	0	3	-22	9	15	-7	-3
CSc1nnc(C(C)(C)C)c(=O)n1/N=C/c1ccc(Cl)cc1	7	-9	7	-4	-7	6	-3	-55	-3	14	0
C[C@H](O)[C@@H]1C(=O)N2CCc3c([nH]c4ccccc34)[C@@H]2C[C@@H]1N(C)C(=O)c1cc(Cl)cc(Cl)c1	13	28	11	-2	-6	-2	-4	11	18	14	.
Cc1ccc(S(=O)(=O)CC(=O)Nc2ccc(S(=O)(=O)Nc3ccccn3)cc2)cc1	0	14	-7	2	3	-4	-12	13	-3	-11	-20
Cc1noc(C)c1COc1ccc(C(=O)Nc2ccccn2)cc1	-18	-26	-6	2	1	0	-7	-2	-12	-19	9
Cc1ccc(Oc2ncccc2CO)cc1	0	-30	-1	1	-7	13	-5	3	-4	-6	5
Cn1c(S(=O)(=O)O)nc2ccccc21	-30	3	2	-2	-3	-3	-19	-20	13	5	-2
Cc1ccc(C(=O)N2[C@@H]3CN(C)C(=O)[C@@]2(C)[C@H]2C(=O)N(Cc4ccccc4)C(=O)[C@@H]32)cc1	-27	-5	8	-4	-4	3	10	-7	0	18	6
CCOC(=O)c1c(NC(=O)COC(=O)CCOc2ccc(C)cc2)sc(C(=O)N(C)C)c1C	-26	-11	2	-8	6	16	-28	-10	-3	1	-9
Cc1nc(C(C)NC(=O)CCc2nnc(-c3ccsc3)o2)cs1 (stereo not given)	17	-6	0	-2	-5	5	5	16	19	6	-4
CCOC(=O)C(CC)/C(C)=N\NC(=O)c1cccc(C)c1 (stereo not given)	-36	-42	-14	-2	5	3	-20	-32	-14	-23	-7
O=C(COC(=O)c1cc(=O)[nH]c2ccccc12)Nc1ccc(F)cc1	-11	5	1	-3	3	-16	-1	-13	-5	16	-1
Cc1ccc(-c2nn(-c3ccc(F)cc3)cc2C(=O)NC2CCC(O)CC2)cc1 (stereo not given)	-87	-1	-6	5	-5	-6	-8	-19	8	-17	-1
CCOC(=O)C1=CCC2C(=O)N(C)C(=O)C12 (stereo not given)	11	5	0	0	-19	-9	-1	-36	1	-4	.
Cc1csc(/N=C/N(C)C)c1C#N	0	6	11	-1	4	-2	-12	18	9	-2	-5
O=C(COc1ccccc1)Nc1nnc(S(=O)(=O)Nc2ccccc2)s1	-4	-22	0	6	-5	4	0	-3	8	-5	5
CCCOc1ccc(NC(=O)OC2CCN(C)CC2)cc1	0	-11	-14	-5	1	21	0	-4	-13	2	-1
C[C@H](NC(=O)c1nc[nH]c1C(=O)N[C@@H](Cc1ccccc1)C(=O)OC(C)(C)C)C(=O)OC(C)(C)C	2	10	6	2	2	-8	4	-5	16	0	3
COc1cc(O)c(C(=O)O)c(CCc2ccccc2)c1	0	-30	-1	-7	1	4	-4	-8	-14	-10	-1
CC1CCCCN1CCNC(=O)c1ccc2c(=O)n(Cc3ccc(Cl)cc3)c(=S)[nH]c2c1 (stereo not given)	-29	-45	4	34	8	-4	-41	15	-32	-6	-3
CC(C)C(=O)Nc1ccc2c(c1)nc1n2CCSC1	-10	-5	-8	0	-5	3	-1	-27	-3	-25	5
CC(C)C(=O)NS(=O)(=O)c1ccc(N)cc1	17	-5	-5	3	-11	5	28	7	8	20	8
O=C1OC(Nc2ccc(Br)cn2)c2ccccc21 (stereo not given)	-13	4	-13	-1	1	-3	-13	-23	8	14	6
CC(=O)N1CCN(C2=NC(=O)/C(=C\c3cccs3)S2)CC1	-41	-17	-11	4	1	-3	-12	-28	9	14	-13
Cc1[nH]c(C)c(S(=O)(=O)N2CCN(c3ccccc3F)CC2)c1C(=O)N1CCCCC1	-11	-15	-13	-1	-5	3	1	-19	0	2	-3
COc1ccccc1Oc1ccc2c(c1)C(=O)N(c1ccc(Br)c3cccnc13)C2=O	-24	19	13	2	-3	-8	-9	10	7	9	6

The list is partial; the hit share may differ from the screen's.
